Bioassay records deposited in PubChem by several laboratories.
ADAM10 inh – human ADAM10 inhibitors, primary screen, biochemical, QFRET, HTS; recombinant ADAM10, EDANS/DABCYL FRET peptide cleavage, 3 h; inhibition, % at 7 µM; 370,000 tested, 0.62% active; AID 720582, 2013;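 active = inhibition above a per-campaign cutoff equal to the mean of compounds falling between control-based bounds plus 3 SD, cut at about 20% in these data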;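 note: 0% = DMSO wells while the 100% control is not disclosed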
DAX1 inh-1 – DAX1 (NR0B1) inhibitors on StAR promoter, primary screen, cell-based, luminescence, SF-1 (NR5A1), full-length DAX-1; HEK293T StAR-luciferase reporter, SF-1/DAX-1 repression relief; inhibition, % at 6.8 µM; 370,000 tested, 1.1% active; AID 652010, 2013;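 active = inhibition above the mean over all tested compounds plus 3 SD, cut at about 3.6% in these data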;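 note: 0% = DAX-1 cells with DMSO and 100% = cells lacking DAX-1 with DMSO; higher inhibition means more luminescence from relief of DAX-1 repression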
HGIII-sPLA2 inh – human group III sPLA2 inhibitors, primary screen, biochemical, QFRET, BODIPY PC-A2 liposome substrate | inhibition, % at 12.2 µM | QFRET BODIPY PC-A2 liposome hydrolysis, fluorescence | Group 3 secretory phospholipase A2 (Homo sapiens), Q9NZ20 | 370,000 tested, 0.56% active | AID 743126, 2013;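 active = inhibition above mean plus 3 SD of compounds lying within the high and low control bounds, cut at about 19% in these data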;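 note: 0% = median of test compound wells and 100% = no enzyme DMSO wells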
Target sequence (Q9NZ20 whole entry, looked up): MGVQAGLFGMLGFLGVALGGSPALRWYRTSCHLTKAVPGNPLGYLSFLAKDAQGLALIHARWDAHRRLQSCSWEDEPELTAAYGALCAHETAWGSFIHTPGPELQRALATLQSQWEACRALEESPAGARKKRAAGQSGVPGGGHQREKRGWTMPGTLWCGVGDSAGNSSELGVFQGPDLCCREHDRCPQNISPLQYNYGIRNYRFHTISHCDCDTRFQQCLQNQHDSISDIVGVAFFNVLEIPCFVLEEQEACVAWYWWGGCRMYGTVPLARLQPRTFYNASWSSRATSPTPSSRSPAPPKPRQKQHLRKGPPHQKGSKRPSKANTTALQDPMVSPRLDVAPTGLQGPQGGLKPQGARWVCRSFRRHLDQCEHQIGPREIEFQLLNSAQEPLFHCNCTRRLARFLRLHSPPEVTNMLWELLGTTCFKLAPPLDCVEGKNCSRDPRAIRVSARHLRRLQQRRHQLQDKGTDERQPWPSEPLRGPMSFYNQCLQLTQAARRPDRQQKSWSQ
hcDAF-12 act – H. contortus DAF-12 nuclear receptor activators, primary screen, cell-based, luminescence, HEK293, lit1-tk-luc reporter; 370,000 tested, 1.4% active; HEK293 hcDAF-12 lit1-tk-luc reporter; 0% DMSO, 100% Δ7-dafachronic acid; activation, % at 6.8 µM;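 active = activation above the mean of all tested compounds plus 3 SD, cut at about 5.5% in these data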;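 note: 100% = response to 3 µM Δ7-dafachronic acid high control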
ssDAF-12 act – S. stercoralis DAF-12 nuclear receptor activators, primary screen, cell-based, luminescence, HEK293, GRIP1 co-expression, lit1-tk-luc. Nuclear hormone receptor DAF-12 (Strongyloides stercoralis). HEK293 ssDAF-12/GRIP1 lit1-tk-luc reporter; % of 3 µM dafachronic acid response. activation, % at 6.8 µM. 370,000 tested, 1% active. AID 652126, 2013;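 active = activation above the mean over all tested compounds plus 3 SD, cut at about 0.9% in these data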;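 note: 0% = DMSO-only wells and 100% = 3 µM delta7-dafachronic acid wells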
NPR2 activator – human GC-B receptor activators, primary screen, HEK293 GC-B cells, cGMP TR-FRET, EC30 CNP; 0% at EC30 CNP, 100% saturating CNP; AID 1920062, 2024; activation, % at 10 µM; Atrial natriuretic peptide receptor 2 (Homo sapiens), P20594; 370,000 tested, 0.11% active;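 active = activation at 10 µM reaching about 35% in either raw or pattern-adjusted values, limit read from the data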
FXN GAA850 act – FXN promoter activators, primary screen, cell-based, luciferase luminescence, HEK293 lucGAA850. AID 540364, 2011. 360,000 tested, 0.56% active. HEK293 lucGAA850 FXN promoter luciferase reporter, 24 h; percent of 10 µM SAHA response. activation, % at 6 µM;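 active = activation above the average of all compounds screened plus 3 SD, cutoff fixed separately per campaign, cut at about 7.5% in these data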;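 note: 0% = DMSO wells and 100% = 10 µM SAHA wells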
hgDAF12 agonist – H. glycines DAF-12 receptor agonists, primary screen, cell-based, luminescence, HEK293, GAL4 fusion, UAS-luciferase | activation, % at 6.8 µM | AID 687014, 2013 | 370,000 tested, 1.8% active | Nuclear hormone receptor DAF-12 (Heterodera glycines), GAL4 fusion | HEK293 GAL4-hgDAF12 UAS-luciferase reporter, agonist luminescence; normalized to butyrate control;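 active = activation above a cutoff set at the mean of all screened compounds plus 3 SD, cut at about 10% in these data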;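 note: 0% = DMSO wells and 100% = sodium butyrate wells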
NPR1 activator – GC-A stimulated cGMP production enhancers – HEK293 GC-A cells, cGMP TR-FRET, EC30 ANP, primary screen; 0% at EC30 ANP, 100% saturating ANP; activation, % at 10 µM; 370,000 tested, 0.14% active; AID 1671463, 2021; in the data active = activation above about 40%
DAX1 inh-2 – DAX1 (NR0B1) inhibitors, primary screen, cell-based, HEK293, Gal4-DAX1, luciferase luminescence | 340,000 tested, 0.99% active | HEK293 Gal4-DAX1 luciferase reporter | Nuclear receptor subfamily 0 group B member 1 (Homo sapiens), P51843 | AID 504766, 2011 | inhibition, % at 6.75 µM;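 active = inhibition above the mean over all tested compounds plus 3 SD, cut at about 4.2% in these data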;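 note: 0% = DAX1-transfected cells with DMSO and 100% = empty-vector control cells with DMSO; inhibition shows as a rise in luminescence from relieved DAX1 repression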
Target sequence (P51843 207-470 limits assumed): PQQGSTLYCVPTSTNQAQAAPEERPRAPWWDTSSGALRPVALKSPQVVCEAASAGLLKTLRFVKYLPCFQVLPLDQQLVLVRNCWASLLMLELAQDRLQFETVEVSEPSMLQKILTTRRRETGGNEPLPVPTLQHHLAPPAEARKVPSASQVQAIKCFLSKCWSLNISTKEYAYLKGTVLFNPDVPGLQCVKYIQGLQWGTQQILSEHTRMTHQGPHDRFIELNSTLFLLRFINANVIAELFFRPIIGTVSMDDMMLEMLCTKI
SMARCA2 activ – SMARCA2 (BRM) function activators, primary screen, cell-based, luminescence, high throughput | MG213 cells, MMTV-luciferase reporter, dexamethasone, overnight | activation, % at 9.1 µM | 370,000 tested, 1% active; in the data active = activation above about 7.8%;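 note: 0% = vehicle wells and 100% = reference activator wells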
Numbers without * were called inactive; i = inactive; x = not tested or not shown.

Below each SMILES: ADAM10 inh	DAX1 inh-1	HGIII-sPLA2 inh	hcDAF-12 act	ssDAF-12 act	NPR2 activator	FXN GAA850 act	hgDAF12 agonist	NPR1 activator	DAX1 inh-2	SMARCA2 activ
1: CCN(CCn1cccn1)C(=O)CCc1nnc(C2CCCCC2)o1
 : -1	-0.1	10	0.0	-1.4	-5	1.4	-3.6	4	0.9	-4
2: CCOc1ccc(NC(=O)CN2C(=O)CSC(C)C2=O)cc1 (centres undefined)
 : 5	-0.8	0	0.3	-1.1	0	1.7	0.8	-4	0.1	1
3: COc1ccc(/C(O)=C2/C(=O)C(=O)N(CCCN3CCOCC3)C2c2ccc(C(C)C)cc2)cc1 (centres undefined)
 : -1	-0.2	-3	-1.2	-0.7	-3	0.4	0.0	1	-0.7	0
4: Cc1ccc(S(=O)(=O)c2c(N)n(CCC(C)C)c3nc4ccccc4nc23)cc1
 : i	-1.3	-23	-0.8	-1.3	-4	-2.4	-5.2	3	0.9	-5
5: CN(C)S(=O)(=O)N(CC(=O)N1CCN(Cc2ccccc2)CC1)c1ccccc1
 : -1	-0.6	-3	-1.2	-1.2	4	0.8	-2.8	0	2.8	-3
6: O=C(O)C1OC(C(=O)O)C2C1C(F)(F)C2(F)F (centres undefined)
 : -5	0.1	4	-1.5	-1.4	3	-1.1	-2.0	-4	-0.6	-1
7: CCc1cc(C(=O)OCC(=O)NCCc2ccccc2)sc1C
 : 0	0.2	-6	1.1	0.0	0	0.5	0.2	1	0.2	4
8: Cc1nc2c3ccccc3n(CC(=O)c3ccc(F)cc3)c(=O)n2n1
 : -1	0.0	-1	0.8	-1.5	7	1.0	2.9	7	1.3	-1
9: COCCCN1C(=O)c2ccc(C(=O)OCC(=O)N(C)c3ccccc3)cc2C1=O
 : 4	0.1	3	-1.2	-0.9	1	1.3	2.0	-4	x	0
10: Cc1ccc(C(C)C)c(OC/C(O)=C(\C#N)c2nc3ccccc3[nH]2)c1
 : -1	-0.6	-8	-1.1	-1.4	-2	0.9	2.4	5	2.0	-4
11: Cc1cc(SCC(=O)Nc2ccccc2)nc(C)n1
 : -4	-0.3	0	-1.2	-1.6	0	-0.4	-0.1	-1	0.6	-1
12: CC(=O)c1ccc(N2CCN(C(=O)c3ccc4[nH]c(C)c(C)c4c3)CC2)cc1
 : -12	0.8	-14	-1.7	-1.4	2	-1.0	-1.9	0	-1.1	-1
13: COc1ccc2c(c1)-c1nc(/N=C/c3ccc(O)cc3)sc1CC2
 : -39	-1.3	11	2.1	-1.6	-6	-0.8	-2.5	-10	0.3	-3
14: O=C(Nc1ccc(N2CCOCC2)c(S(=O)(=O)Nc2cc(Cl)ccc2Cl)c1)c1cccnc1
 : 11	-0.2	-31	0.7	-1.4	-10	0.8	0.3	0	-0.5	5
15: CN(c1ccccc1)S(=O)(=O)c1cccc(NC(=O)CSc2ncn[nH]2)c1
 : -2	-1.4	-36	-3.9	-1.1	-1	3.3	-5.7	-1	-2.0	-5
16: CCN1CCN(C(c2ccc(OC)cc2)c2nnnn2Cc2ccc3c(c2)OCO3)CC1 (centres undefined)
 : -1	0.2	-4	-0.5	-0.5	2	0.0	5.2	-3	2.3	0
17: Cc1cccc(N(C(=O)CCC(=O)Nc2cccnc2)C(C(=O)NC2CCCC2)c2ccncc2)c1 (centres undefined)
 : -5	-1.0	0	-0.5	-0.9	-2	0.7	-0.8	-2	0.3	-3
18: CCC(=O)N(CC)Cc1cc(=O)[nH]c2ccccc12
 : -16	0.7	12	6.8*	0.2	-1	1.8	5.1	2	2.6	0
19: CC#CCN(CC#CC)S(=O)(=O)c1ccc(S(=O)(=O)N2CCOCC2)cc1
 : 3	0.7	-5	-1.8	-1.5	2	0.0	-1.1	-2	-0.6	-2
20: COc1ccccc1CNC(=O)N1CCN(c2ccccc2Cl)CC1
 : 1	-0.1	0	-2.9	-1.4	5	2.6	4.5	-6	-1.6	-2
21: COCCSc1nnc(NC(=O)c2cc(OC)c(OC)cc2[N+](=O)[O-])s1
 : 4	-0.4	-2	-1.1	-1.3	-3	2.7	0.5	-3	-1.2	3
22: O=C(COC(=O)CCc1nc2ccccc2s1)Nc1nc(-c2ccccc2)cs1
 : -3	-0.1	-3	0.2	-1.0	-6	4.4	1.8	6	1.7	-1
23: CCCc1nnc(SCC(=O)O)n1/N=C/c1ccc2c(c1)OCO2
 : -3	-0.8	6	-0.9	-1.4	1	-2.4	0.6	6	-0.4	0
24: Cc1cc(-c2ccccc2)nc(N2CCC(C(=O)NC34CC5CC(CC(C5)C3)C4)CC2)n1
 : -7	0.9	1	-0.2	-0.3	3	2.0	-0.3	1	1.3	2
25: Cc1ccc(S(=O)(=O)N2CCC(C(=O)NC3CC(C)(C)NC(C)(C)C3)CC2)cc1
 : -6	0.8	1	0.3	-1.3	0	-0.9	2.4	4	0.4	1
26: CCOc1ccc(NC(=S)N(CCCN2CCCC2)Cc2cccn2Cc2ccc(Cl)cc2)cc1
 : -1	-0.6	-5	0.7	-0.9	-4	0.4	-3.8	-3	0.1	-1
27: Cn1c(COc2ccc(Cl)cc2)nnc1SCC(=O)NC1CCCC1
 : 2	-0.2	6	0.0	-1.1	-1	1.8	-1.0	2	-0.6	0
28: Fc1ccc2[nH]c3c(Cl)ncnc3c2c1
 : -343	0.9	1	5.0	1.0*	-5	1.6	1.6	-10	-0.8	0
29: COC(=O)c1c(C)oc(C)c1S(=O)(=O)NCc1ccc(OC)cc1
 : -9	0.0	3	-1.2	-0.4	-8	1.9	0.9	3	-1.5	-3
30: CCOc1cc(C(=O)NCC(C)CN(C)C)cc(OCC)c1OCC (centres undefined)
 : -3	-0.5	6	-0.7	-0.9	-1	4.4	0.7	6	0.1	-2
31: CC1(C(=O)Nc2cccc3ccccc23)CCN1C(=O)C1(c2ccccc2)CCCC1 (centres undefined)
 : 16	-1.0	-13	0.6	-1.3	-4	1.4	-1.2	-7	x	0
32: CCOC(=O)c1nn(-c2ccc3ccccc3c2)cc1O
 : -12	4.4*	-8	1.6	-1.6	-7	2.1	13*	-2	1.1	8.2*
33: Cn1cc(CNC(=O)C2CCCCC2)cn1
 : 4	0.0	-1	-1.3	-1.5	9	-1.8	1.0	1	2.0	4
34: CCc1nnc(NC(=O)CSc2nnc(Cc3ccccc3)n2-c2ccccc2)s1
 : -4	0.8	-4	-0.6	-0.9	-1	0.6	0.0	1	-0.4	-1
35: Cc1ccccc1CC(=O)NCCN1CCOCC1
 : 6	-0.6	-5	0.6	-1.3	2	2.2	1.6	1	0.9	0
36: Cc1cccc(CCNC(=O)C2CCN(S(=O)(=O)c3c(C)nn(C)c3C)CC2)c1
 : 3	-0.2	-2	-0.3	-1.1	4	-0.1	-0.6	0	1.4	0
37: CN(C)CCC1Sc2ccccc2Oc2ccccc21 (centres undefined)
 : 3	0.5	-1	-0.9	-0.9	-14	1.1	2.5	-10	0.9	-2
38: O=C(O)c1cnc(-c2ccccc2)nc1Sc1ccccc1
 : 5	-0.2	-10	-0.6	-1.1	-6	1.2	0.7	0	1.6	1
39: CC(=O)Nc1ccc(Nc2ncnc(N)c2[N+](=O)[O-])cc1
 : -1	0.2	3	-1.6	-0.9	-6	0.2	-1.8	-1	2.9	-1
40: CC(Sc1ccccc1)C(=O)N1CCN(S(=O)(=O)c2ccccc2C(F)(F)F)CC1 (centres undefined)
 : -11	0.3	-4	0.9	-1.5	-1	-0.1	-1.3	-4	0.6	1
41: COC(=O)c1cn(C(=O)c2cc(OC)cc(OC)c2)c2ccccc12
 : -6	-0.8	7	-2.7	-1.3	-3	-1.2	-2.0	-2	-0.1	-1
42: Cc1ccc(C(=O)N/N=C\c2ccc(OC(=O)c3cccc(F)c3)cc2)cn1
 : -11	-0.4	8	2.8	-0.9	6	-0.5	-3.0	-1	-0.8	-1
43: COc1ccc(C(C(=O)NC2CCCC2)N(Cc2ccccc2)C(=O)c2snc(C(N)=O)c2N)cc1OC (centres undefined)
 : -120	-0.6	6	-3.1	-1.2	-8	-4.5	-4.7	-25	-0.8	-5
44: CC(Sc1ccc(S(=O)(=O)N2CCOCC2)cn1)C(=O)Nc1ccc(Cl)cc1Cl (centres undefined)
 : -7	0.9	-3	1.8	-1.0	2	-0.5	7.0	-4	0.3	0
45: CCOC(=O)N1CCC(N(CCN(C)C)C(=S)Nc2ccc(Oc3ccccc3)cc2)CC1
 : -5	-0.3	1	-1.3	-1.4	6	3.8	0.4	3	-0.2	-2

Entries of single compounds, quoted from the list. Order of screens: ADAM10 inh, DAX1 inh-1, HGIII-sPLA2 inh, hcDAF-12 act, ssDAF-12 act, NPR2 activator, FXN GAA850 act, hgDAF12 agonist, NPR1 activator, DAX1 inh-2, SMARCA2 activ
Record of CC(Sc1ccc(S(=O)(=O)N2CCOCC2)cn1)C(=O)Nc1ccc(Cl)cc1Cl (centres undefined) → -7, 0.9, -3, 1.8, -1.0, 2, -0.5, 7.0, -4, 0.3, 0
Record of Cc1ccccc1CC(=O)NCCN1CCOCC1 → 6, -0.6, -5, 0.6, -1.3, 2, 2.2, 1.6, 1, 0.9, 0
